Screens from PubChem BioAssay.
Giardia kill: Giardia lamblia killing; Giardia lamblia trophozoite viability; 0.15% of 340,000 active; activity change, % at 7.66 µM, hits read low; in the data active = activity change below about -80%; inconclusive = between about -30% and that limit;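 also: parasites exposed to compound for two days anaerobically before the ATP read; % is scaled to controls: 0 for no effect and ±100 for the full control effect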
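Each well holds 100 Giardia trophozoites and compound. After two days (48 hrs) at 37 deg C in anaerobic conditions, ATP is quantified by luminescence.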
uPA generation: cell surface uPA generation inhibition. cell surface uPA generation assay, qHTS. Potency, µM (titrated, usually from 38.3 µM), without a hit: at the highest dose activity change, negative = inhibition, usual class: inhibitors. 0.31% of 330,000 active. AID 540303; active = well fitted inhibition curve with a large enough effect; inconclusive = small, poorly fitted or top-dose-only effect; inactive = no such curve, though single readings can be large or run the other way; tested in mouse RAW 264.7 cells; also: potency is read from the fitted curve at half-maximal effect; % is scaled to controls: 0 for no effect and ±100 for the full control effect; nearly all actives have a fitted effect of over 55% in size
KCNH2 3.1 block: blocks the human KCNH2 3.1 channel isoform. activity change, % (tested at about 1.8 µM). 0.95% of 340,000 active. U2OS KCNH2 3.1, thallium flux FluxOr; stronger effect = lower value;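 active = maximum activity change below -70%; inconclusive = maximum activity change from -70% to -50%; inactive = maximum activity change above -50%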;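 also: thallium influx rate constant from kinetic fluorescence after stimulation buffer; % is scaled to controls: 0 for no effect and ±100 for the full control effect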
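U2OS cells transduced with KCNH2 3.1 mutant virus (1.77 x 10^8 /mL, 4 h), plated overnight at 37 C, loaded 45 min with FluxOr dye plus Red40 quencher. Thallium flux rate constant from kinetic reads after stimulation buffer, normalised to controls.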
FBPA coupling cs: inhibits coupling enzyme system, counter-screen for aldolase hits; coupling enzyme system counterscreen, AmpLite Red fluorescence; activity change, negative = inhibition, % at 58.2 µM, hits read low; 0.67% of 290,000 active; in the data active = activity change below about -30%; also: % is scaled to controls: 0 for no effect and ±100 for the full control effect
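Counterscreen lacking aldolase: glyceraldehyde-3-phosphate coupling-enzyme reagent preincubated 10 min at RT with compound (at 57.5 uM final), then substrate/coupling system with AmpLite Red added; fluorescence read at 525/598 nm after 20 min RT.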
Tb PFK block: T. brucei PFK enzyme inhibition; O15648; T. brucei PFK, ADP-Glo luminescence; Potency, µM (top dose mostly 57.5 µM), inactives show at the top dose activity, negative = inhibition, actives largely listed as inhibitors; 0.17% of 330,000 active;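 also: potency is read from the fitted curve at half-maximal effect; 0% = uninhibited 1x PFK enzyme wells and -100% = no-enzyme wells; nearly all actives have a fitted effect of over 60% in size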
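In TEA buffer at pH 8.0 with 5 mM MgCl2, enzyme (1.25 nM) converted F6P (0.5 mM) and ATP (0.1 mM) for 45 min at room temperature. ADP product was read by luciferase luminescence.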
Rab9 promoter act: activates the Rab9 promoter | 2.8% of 320,000 active | Potency, µM (titrated, usually from 9.22 µM), without a hit: at the highest dose activation, negative = inhibition, hits mostly activators | Huh7 Rab9 promoter-luciferase reporter, luminescence, 24 h; also: potency is read from the fitted curve at half-maximal effect; % of control where 0% means no effect; nearly all actives have a fitted effect of over 60% in size
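Luminescence from Amplite-detected luciferase (10 minutes, ambient) reports Rab9 promoter activation. Before that, stable Rab9-luciferase Huh7 cells (1500/well, reduced-serum OP-MEM I plus 10% FBS) were exposed to compound for 24 hours at 37C.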
ELG1 genotoxic: induces genotoxicity in HEK293T cells with luciferase-tagged ELG1; HEK293T ELG1-luciferase reporter, luminescence, 16 h; Potency, µM (series often up to 46 µM), without a hit: top-dose activity change, positive = activation, usual class: activators; 1.3% of 330,000 active; also: potency is read from the fitted curve at half-maximal effect; % of control where 0% means no effect; nearly all actives have a fitted effect of over 60% in size
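ELG1-luciferase HEK293T cells, 2,000/well; compound pinned in; 16 hr, 37 °C, 5% CO2; ONE-Glo, 30 min RT; luminescence on CCD imager.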
RORgamma inh: blocks mouse ROR gamma transcriptional activity. P51450. Drosophila S2 Gal4-RORgamma UAS-luciferase reporter, 20 h. Potency, µM (series often up to 53.6 µM), for inactives: at the highest dose activity change, negative = inhibition, actives largely listed as inhibitors. 5.4% of 310,000 active; also: potency is read from the fitted curve at half-maximal effect; % is scaled to controls: 0 for no effect and ±100 for the full control effect; nearly all actives have a fitted effect of over 60% in size
Target sequence (P51450 whole entry, looked up, the tested form may be a part): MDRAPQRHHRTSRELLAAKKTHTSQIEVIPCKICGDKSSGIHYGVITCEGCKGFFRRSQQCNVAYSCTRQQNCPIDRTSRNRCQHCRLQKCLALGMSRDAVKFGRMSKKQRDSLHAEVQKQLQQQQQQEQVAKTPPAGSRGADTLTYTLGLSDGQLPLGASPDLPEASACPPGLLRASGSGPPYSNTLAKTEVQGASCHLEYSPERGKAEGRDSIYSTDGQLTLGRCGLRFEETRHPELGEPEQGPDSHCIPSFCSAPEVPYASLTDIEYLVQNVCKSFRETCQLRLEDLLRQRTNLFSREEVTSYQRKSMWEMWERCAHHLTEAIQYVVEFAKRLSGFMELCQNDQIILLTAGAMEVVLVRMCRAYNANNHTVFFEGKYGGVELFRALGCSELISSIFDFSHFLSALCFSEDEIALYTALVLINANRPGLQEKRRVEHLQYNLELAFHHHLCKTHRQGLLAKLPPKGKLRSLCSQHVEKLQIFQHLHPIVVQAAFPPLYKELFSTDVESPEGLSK
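Stably transfected Drosophila Schneider cells are the test system, with ROR gamma fused to Gal4 and luciferase under UAS control; luminescence is read after 20 hr of 700 uM copper sulfate induction at ambient temperature.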
NPC1 prom act: NPC1 promoter activation | 2.4% of 320,000 active | Huh7 NPC1 promoter luciferase reporter, 24 h | AID 485313 | Potency, µM (top dose mostly 9.22 µM), inactives show top-dose activation, usual class: activators;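 also: potency is read from the fitted curve at half-maximal effect; % of control where 0% means no effect; nearly all actives have a fitted effect of over 60% in size; reporter is driven by a mutant NPC1 promoter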
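NPC1 promoter–luciferase Huh7 cells; 24 h compound; luminescence.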
FLuc counter: inhibits or activates purified firefly luciferase, miR-21 counter-screen | Potency, µM (titrated, usually from 57.5 µM), inactives show at the top dose activity change, negative = inhibition, actives largely listed as inhibitors | 6.9% of 360,000 active | purified FLuc, Km substrates, luminescence inhibition | P08659;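 also: potency is read from the fitted curve at half-maximal effect; plate controls were vehicle for no effect and reference inhibitor for full effect; nearly all actives have a fitted effect of over 55% in size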
Target sequence (P08659 whole entry, looked up): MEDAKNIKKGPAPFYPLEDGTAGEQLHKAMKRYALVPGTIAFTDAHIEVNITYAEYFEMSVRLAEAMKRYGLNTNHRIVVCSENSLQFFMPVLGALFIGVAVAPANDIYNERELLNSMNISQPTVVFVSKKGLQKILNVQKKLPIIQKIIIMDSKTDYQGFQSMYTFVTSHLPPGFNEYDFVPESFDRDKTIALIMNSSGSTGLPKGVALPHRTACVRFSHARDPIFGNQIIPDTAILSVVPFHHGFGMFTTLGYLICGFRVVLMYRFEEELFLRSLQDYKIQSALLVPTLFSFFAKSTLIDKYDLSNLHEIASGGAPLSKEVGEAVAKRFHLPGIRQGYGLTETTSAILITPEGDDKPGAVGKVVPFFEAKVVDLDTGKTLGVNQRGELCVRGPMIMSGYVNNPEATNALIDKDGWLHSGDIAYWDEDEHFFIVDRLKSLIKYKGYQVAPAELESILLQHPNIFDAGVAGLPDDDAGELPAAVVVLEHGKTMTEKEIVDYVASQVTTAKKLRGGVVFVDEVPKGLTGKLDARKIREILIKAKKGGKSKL
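Purified P. pyralis luciferase, 10 nM final, with Km-level 10 uM D-luciferin and 10 uM ATP in 50 mM Tris acetate pH 7.5, 10 mM Mg acetate, 0.01% Tween-20, 0.05% BSA; 6-point qHTS titration about 60 µM downward; luminescence read.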
VP16 counter: Gal4-VP16 reporter inhibition counter-screen; Drosophila S2 Gal4-VP16 UAS-luciferase, luminescence, 20 h; Potency, µM (top dose mostly 53.6 µM), for inactives: top-dose activity, negative = inhibition, hits mostly inhibitors; 3.5% of 310,000 active; AID 2546;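 also: Gal4-VP16 expression switched on by copper sulfate through the metallothionein promoter; potency is read from the fitted curve at half-maximal effect; % is scaled to controls: 0 for no effect and ±100 for the full control effect; nearly all actives have a fitted effect of over 50% in size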
Starred values were filed as active, the others as inactive; ? = inconclusive; / = no result given; [ ] = another dose, or the depositor's remark. Unless noted, calls follow the shape of the dose curve; as a rule, active = well fitted curve in the direction sought with a large enough effect; inconclusive = small, poorly fitted or top-dose-only effect, or another doubt; inactive = no such curve, though single readings can be large; an effect the other way counts as inactive or inconclusive. Hits appear at their usual frequency, and some 14% of all compounds hit somewhere here.

Each structure is followed by: Giardia kill	uPA generation	KCNH2 3.1 block	FBPA coupling cs	Tb PFK block	Rab9 promoter act	ELG1 genotoxic	RORgamma inh	NPC1 prom act	FLuc counter	VP16 counter
[1] CN(CCOc1ccccc1)C(=O)c1cc(S(=O)(=O)N2CCCCC2)ccc1Cl
  -23	0%	?	/	0%	-4%	-8%	/	-3%	6%	/
[2] CCc1nc2nc(C)c(NS(=O)(=O)c3cccs3)c(=O)n2[nH]1
  -4	1%	6	5	-3%	-3%	-6%	-16%	1%	-2%	8%
[3] Cc1ccc(Cl)c2c(N=Nc3ccccc3)c(O)[nH]c12
  -4	5%	3	0	-1%	?	?	-4%	?	1.2µM*	-19%
[4] O=C(NCc1ccncc1)C1CCN(S(=O)(=O)c2ccccc2)CC1
  5	-9%	13	/	-11%	-1%	-4%	/	0%	-1%	/
[5] O=C(NCc1cnn(-c2ccc(F)cc2)c1)C1CCC(=O)N(C2CC2)C1 (centres undefined)
  0	4%	-2	/	0%	-5%	2%	-7%	1%	1%	-14%
[6] O=C1c2ccccc2C(=O)N1CC(O)COCc1ccccc1 (centres undefined)
  -5	8%	17	-4	-3%	4%	3%	11%	-5%	6%	-5%
[7] Cc1ccc(CSC2=Nc3sccc3C3=NC(=O)CN23)cc1
  6	0%	-19	1	-6%	8%	-1%	35%	1%	-12%	-4%
[8] COCCN1CCN(Cc2nc(C3(c4ccc(C)cc4)CCCC3)no2)CC1
  -2	-1%	-7	4	-4%	2%	0%	-13%	0%	2%	6%
[9] O=C(O)CCCC(=O)Nc1nncs1
  -10	6%	1	1	-5%	-11%	-1%	-20%	-1%	-1%	0%
[10] CCN(CC)CCCN(C(=O)c1ccc(F)cc1)c1nc(-c2ccc(OC)cc2)cs1
  -1	-6%	?	2	-1%	-2%	-2%	-21%	-4%	6%	-3%
[11] Cc1c(C)c(C)c2[nH]c(=S)[nH]c2c1C
  -3	2%	8	0	4%	-1%	-2%	2.8µM*	-5%	-2%	10µM*
[12] CN(C)S(=O)(=O)c1ccc(C(=O)NCCN2C(=O)S/C(=C\c3cccnc3)C2=O)cc1
  28	-9%	2	-11	0%	-4%	1%	-6%	1%	-6%	2%
[13] C=CCNc1oc(-c2ccc(OC)cc2)nc1C#N
  4	/	-18	0	9%	2.8µM*	15µM*	?	?	8.5µM*	?
[14] COc1ccc2c(c1OC)C(=O)OC2N1C(=O)CC[C@H]1C(=O)NCC1CCCO1 (some centres undefined)
  2	1%	-9	1	0%	-6%	6%	-32%	-1%	2%	-2%
[15] Cn1nccc1C(=O)N1CCN(C23CC4CC(CC(C4)C2)C3)CC1
  -24	-2%	-1	/	1%	5%	-1%	-16%	-2%	2%	3%
[16] COc1ccccc1N1CCN(C(=O)c2ccc3c(=O)n(Cc4ccco4)c(=S)[nH]c3c2)CC1
  -1	-4%	1	0	-2%	-4%	-9%	6.3µM*	0%	1%	?
[17] Cc1ccc(S(=O)(=O)Oc2ccc(/C=N/N=C3/NC(=O)C(CC(=O)O)S3)cc2)cc1 (centres undefined)
  0	4%	5	10	4%	-9%	0%	-19%	0%	?	-3%
[18] COc1cccc(CN2CCN(c3ncccn3)CC2)c1
  14	2%	-9	4	-3%	0%	1%	3%	1%	0%	3%
[19] COc1ccccc1OCC(=O)Nc1ccc(N2CCOCC2)cc1N1CCOCC1
  -13	5%	5	/	1%	-1%	2%	/	0%	6%	/
[20] Cc1ccc(C2=N/C(=C/N3CCOCC3)C(=O)O2)cc1
  4	3%	9	-1	3%	3.5µM*	16µM*	19%	?	12µM*	28%

Continued.
Each structure is followed by: Giardia kill	uPA generation	KCNH2 3.1 block	FBPA coupling cs	Tb PFK block	Rab9 promoter act	ELG1 genotoxic	RORgamma inh	NPC1 prom act	FLuc counter	VP16 counter
[21] Cc1cc(NC(=O)CSc2nc3c(c(=O)n(C)c(=O)n3C)n2C(C)C)no1
  -18	-12%	16	6	-10%	11%	3%	10%	-2%	-2%	0%
[22] COc1ccc(C(=O)Nc2ccccc2C(=O)NCC2CCCO2)cc1 (centres undefined)
  -19	-1%	-1	1	1%	3%	-2%	16%	-2%	?	-5%
[23] Cc1ccc(S(=O)(=O)N2CCCN(C(=O)CNC(=O)c3cccc(C)c3)CC2)cc1
  -5	6%	12	/	-5%	0%	0%	/	-2%	/	/
[24] O=C(CCCSc1nc2ccccc2[nH]1)NCc1ccccc1F
  2	1%	41	0	-5%	2%	-2%	26%	-4%	1%	2%
[25] COc1ccc(OC)c(S(=O)(=O)N2CCCC(C(=O)NCc3ccncc3)C2)c1 (centres undefined)
  -10	-3%	9	0	8%	-5%	-5%	-7%	-2%	-1%	0%
[26] CCOC(=O)C1(CC2CCCCO2)CCN(Cc2cn[nH]c2-c2cccc(F)c2)CC1 (centres undefined)
  4	6%	5	1	-4%	-21%	-4%	14%	-15%	1%	-17%
[27] CCOc1ccccc1NC(=S)NC(=O)C1CC1
  39[activator]	-1%	13	/	-19%	1%	-9%	?	16%	0%	0.71µM*
[28] CCC(C)N1CCN(C(=O)C2CCN(S(=O)(=O)c3c(C)noc3/C=C/c3ccco3)CC2)CC1 (centres undefined)
  8	-22%	4	-1	-21%	-29%	3%	4%	-12%	7%	-9%
[29] COc1cccc(CNC(=O)CCC2CCCN(C(=O)c3ccoc3)C2)c1 (centres undefined)
  5	3%	-7	-1	-2%	2%	1%	16%	3%	3%	3%
[30] COCc1cc(C)nc2sc(C(=O)N3CCCCC3)c(N)c12
  -2	9%	7	-2	1%	-4%	11%	-19%	-2%	?	2%
[31] FC(F)(F)c1ccccc1CN1CCC(Cc2ccccc2)CC1
  3	0%	-17	-3	1%	-6%	0%	-17%	0%	0%	-25%
[32] COc1cc(Cl)c(S(=O)(=O)N2CCOCC2)cc1Cl
  1	-2%	13	1	-9%	-4%	10%	-12%	2%	9%	-12%
[33] O=c1c2ccccc2nc(CSc2ncnc3nc[nH]c23)n1-c1cccc(C(F)(F)F)c1
  29	2%	6	-1	0%	0%	-11%	-22%	2%	2%	10%
[34] Cc1cc(C)n2nc(-c3ccccc3)cc2n1
  -17	-4%	5	1	-6%	3.2µM*	?	-26%	?	7.6µM*	-1%
[35] CCOC(=O)c1c(NC(=O)/C=C/c2ccc3c(c2)OCO3)sc(C)c1C
  /	/	/	6	8%	-13%	-5%	-39%	-10%	-1%	-23%
[36] Cc1ccc2[nH]c3c(c2c1)CN(C(=O)CN1CCN(c2cccc(C)c2C)CC1)CC3
  -2	2%	-13	-30	-5%	2%	-28%	-7%	-1%	1%	-3%
[37] COc1ccc(NC(=O)CSc2ncn[nH]2)c([N+](=O)[O-])c1
  -1	-10%	1	0	-9%	3%	0%	-2%	-8%	3%	-6%
[38] COc1ccc(-n2nc(C(=O)NCC(=O)N3CCN(c4ccccn4)CC3)c3ccccc3c2=O)cc1OC
  -22	-4%	-12	3	0%	18%	-4%	4%	-4%	4.8µM*	-28%
[39] Cc1cc(-c2ccc(C)c(S(=O)(=O)NCCN3CCC(C)CC3)c2)on1
  -21	-4%	-13	-2	-2%	4%	2%[9.26 µM]	3%	-1%	3%	0%
[40] Cn1c(-c2ccco2)nc2cc3ccccc3cc21
  -83*	-14%	10	-10	-14%	4µM*	?	6.3µM*	?	0.12µM*	11µM*

Continued.
Each structure is followed by: Giardia kill	uPA generation	KCNH2 3.1 block	FBPA coupling cs	Tb PFK block	Rab9 promoter act	ELG1 genotoxic	RORgamma inh	NPC1 prom act	FLuc counter	VP16 counter
[41] COc1ccc2cc(CCOC3CCCCO3)ncc2c1 (centres undefined)
  11	-21%	22	/	0%	0.5µM*	?	/	0.32µM*	2.7µM*	/
[42] COc1ccccc1Nc1nnc(SCC(=O)N2CC(=O)Nc3ccccc32)s1
  31[activator]	2%	1	0	-4%	-3%	2%	?	3%	-5%	-7%
[43] Cc1cc(C)c2nc(-c3ccccn3)cc(C(=O)N3CCCC3)c2c1
  11	5%	1	/	0%	4%	4%	24%	2%	?	3%
[44] O=C(Nc1ncnc2sc3c(c12)CCCCC3)c1ccccc1
  -1	-1%	-48	1	-11%	-4%	2%	11µM*	3%	-1%	20µM*
[45] CCn1c(SCC(=O)Nc2ccc(F)cc2)nnc1C1CC1
  18	-1%	1	0	-14%	-8%	-15%	22%	1%	-6%	-1%
[46] O=C(NC12CC3CC(CC(C3)C1)C2)c1ccccc1
  6	-1%	0	-1	1%	-5%	-3%	?	-1%	-18%	-7%
[47] CCOc1ccc(N2CC(=O)SC2=S)cc1
  10	-5%	8	0	5%	-2%	0%	-39%	3%	4%	16%
[48] N#CCCN(CCC#N)C(=O)COc1ccc(Cl)cc1Cl
  8	2%	18	-2	-3%	4%	0%	37%	-1%	1%	-1%
